TAG inh: inhibitors of triacylglycerol accumulation, primary screen, cell-based, uHTS, fluorescence, H9c2 | H9c2 cells, Nile Red lipid (TAG) fluorescence; cells loaded with 200 µM oleic acid | inhibition, % at 12.5 µM | hit rate 0.66% among 230,000 | AID 651582, 2012;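 active = pattern-corrected inhibition of lipid staining of at least 50% with the nuclear-stain viability signal not falling by more than 50%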;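 also: 0% = DMSO wells and 100% = triacsin C control wells; some results filed as inactive read as strong as hits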
TAG inh DAPI viability: further read-out of TAG inh, marked with its call; DAPI nuclei signal change (viability), lower = more cytotoxic, %;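 whole-well DAPI fluorescence read on a plate reader as a viability signal; minus 50 percent equals half of cells still viable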
The depositor's hits bear a star; i = inactive.

SMILES	TAG inh	TAG inh DAPI viability
COc1ccc(C(C)=O)cc1CC1(C)C(=O)Nc2ccc(-c3cccc(C(F)(F)F)c3)cc21 (stereo not given)	43	0
CN(/C(=N\S(=O)(=O)c1ccccc1)c1ccccc1)c1ccc(O)cc1	0	1
CN(CC(=O)Nc1ccccn1)S(=O)(=O)c1ccc(Cl)cc1	7	-2
O=C(Nc1ccon1)c1cccc(S(=O)(=O)N2CCCCCC2)c1	6	-5
O=C(CCNC(=O)c1ccc(Br)cc1)NCCCN1CCCC1=O	6	-1
OC[C@@H]1CN(Cc2ccc(F)cc2)C[C@H](n2cnc3c(Nc4ccccc4)ncnc32)O1	10	-2
COc1ccc(CCC(C)NCc2ccc(F)cc2)cc1 (stereo not given)	-16	-2
CCc1ccc2[nH]c(C(=O)Nc3ccc4c(c3)OCO4)cc2c1	-9	9
CC(C)(C)C(=O)Nc1ccc(-c2cn3ccsc3n2)cc1	1	3
O=C(c1cccc(N2C(=O)c3ccccc3C2=O)c1)N1CCCCCC1	-7	3
COc1ccc(CNC(=O)CN(c2ccc(C(C)=O)cc2)S(=O)(=O)c2ccc(C)cc2)cc1OC	-19	4
N/C(=N\OC(=O)c1cc(-c2ccccc2)nc2ccccc12)c1ccc(Cl)cc1	-14	0

Overlap with the part before: 2 entries, then new ones.
SMILES	TAG inh	TAG inh DAPI viability
COc1ccc(CNC(=O)CN(c2ccc(C(C)=O)cc2)S(=O)(=O)c2ccc(C)cc2)cc1OC	-19	4
N/C(=N\OC(=O)c1cc(-c2ccccc2)nc2ccccc12)c1ccc(Cl)cc1	-14	0
Cc1cc(C)cc(NC(N)=S)c1	1	18
CC(C)N(Cc1cnn(C)c1)Cc1nc(-c2ccc(Cl)cc2)no1	-6	i
CCCCCCCNc1cccc(C)c1	-14	8
CCN1CCN(C(=S)Nc2ccc3nc4n(c(=O)c3c2)CCCCC4)CC1	-23	3
O=C(NC1CC1)c1cccc(NC(=O)c2cnn(-c3ccccc3)n2)c1	-5	2
CCOC(=O)c1csc(NC(=O)CC2CCCC2)n1	6	-2
CC(C)(C)SCCNC(=O)c1ccccc1	17	-12
COc1ccccc1C/C(N)=N/OC(=O)COc1ccc(C)cc1	0	-5
O=C(NCc1ccccc1CN1CCCCC1)c1ccccc1N1CCCC1=O	6	-2
CC1CN(S(=O)(=O)c2cc(C(=O)NCCCN3CCCC3=O)ccc2Cl)CC(C)O1 (stereo not given)	6	-5
CC(C)Cc1nnc(NC(=O)CCC(=O)Nc2ccc3cn[nH]c3c2)s1	-4	5
CCCCCCn1nc(C(=O)OCC(=O)c2c(N)n(C)c(=O)n(C)c2=O)c2ccccc2c1=O	-38	-1

Fetched by compound from above:
SMILES	TAG inh	TAG inh DAPI viability
CCOC(=O)c1csc(NC(=O)CC2CCCC2)n1	6	-2
CCN1CCN(C(=S)Nc2ccc3nc4n(c(=O)c3c2)CCCCC4)CC1	-23	3
CC(C)Cc1nnc(NC(=O)CCC(=O)Nc2ccc3cn[nH]c3c2)s1	-4	5
O=C(NCc1ccccc1CN1CCCCC1)c1ccccc1N1CCCC1=O	6	-2
CCCCCCCNc1cccc(C)c1	-14	8
CC(C)(C)SCCNC(=O)c1ccccc1	17	-12

(list continues)
SMILES	TAG inh	TAG inh DAPI viability
Cc1nc(N)c(C#N)c(-c2ccccc2)c1C	2	1
CSCCNC(=O)C1(C)CCN1C(=O)c1ccc(C(C)(C)C)cc1 (stereo not given)	-13	15
CCCCSC1(SCCCC)N=C(N)C2(C#N)C(c3ccccc3)NC(C)=C(C)C12C#N (stereo not given)	5	5
O=C(N/N=C\c1cc2c(cc1Cl)OCO2)c1cccnc1	30	-6
COCCCN(Cc1cc(OC)c(OC)c(OC)c1)C(=S)Nc1cccc(SC)c1	0	-4
COc1ccc(C(CNC(=O)c2cccc(S(=O)(=O)Nc3ccc(Br)cc3)c2)N(C)C)cc1 (stereo not given)	-16	8
CC(=O)Nc1ccc(-c2ccnc3c2CC(C(=O)NCC2CC2)O3)cc1 (stereo not given)	9	-22
O=C(CSc1ccc(-c2cccc([N+](=O)[O-])c2)nn1)N1CCCCC1	-2	9
Cn1cnc([N+](=O)[O-])c1SCC(O)CCl (stereo not given)	11	-8
Cc1cc(O)cc(=O)n1Cc1ccco1	9	-5
CC(C)(C)OC(=O)NCCCCCc1nnc(SCC(N)=O)o1	-20	1
Cc1csc(NC(=O)CSc2nccn2Cc2ccco2)n1	16	-1
COc1ccc(C(=O)NCc2csc(-c3cccs3)n2)cc1	-7	13
NC(=S)Nc1ccc2cn[nH]c2c1	-19	6
COc1ccc(NS(=O)(=O)c2ccc(C)c(C(=O)NC3CCN(Cc4ccccc4)CC3)c2)cc1	0	0
COc1ccc(Cn2nnnc2C(c2ccc(N(C)C)cc2)N2CCC(C(N)=O)CC2)cc1 (stereo not given)	12	3
COc1ccc(/C=N/NC(=O)Cc2cccs2)cc1	-15	7
CCOC(=O)C(=CNc1ccc(C(F)(F)F)cc1)C(=O)OCC	9	-12
COc1cc(C(C)n2nnc3ccccc32)ccc1O (stereo not given)	-22	-1
COc1ccccc1CNC(=O)c1cc(=O)c2ccccc2o1	-6	4
CC(C)Oc1ccc(S(=O)(=O)N2CCOCC2)cc1NC(=O)c1cc([N+](=O)[O-])ccc1N1CCOCC1	17	28
CCOC(=O)C1CCCN(S(=O)(=O)c2c(C)c(C)cc(C)c2C)C1 (stereo not given)	-30	-8
COC(=O)C1CCN(C(=O)C23CCC(C)(C(=O)O2)C3(C)C)CC1 (stereo not given)	2	1
COc1ccc(OC)c(NC(=O)c2nc3ccccc3s2)c1	-11	-2
COc1cc(/C=N/Nc2ncc(C(F)(F)F)cc2Cl)cc(OC)c1OC	-7	3
CCCCN(C(=O)C1CCCC1)c1c(N)n(CCC)c(=O)[nH]c1=O	-7	10
O=[N+]([O-])c1ccccc1CS(=O)(=O)c1ccccc1	-8	8
Cc1ccccc1-c1cc(C(=O)NCc2ccc(OC(F)(F)F)cc2)n(CC2CC(c3cccnc3)=NO2)n1 (stereo not given)	13	-33
Cc1cccc(Cc2nnc(CCC(=O)NCc3cn4ccccc4n3)o2)c1	13	4
CCOC(=O)C(C(=O)OCC)C(C(=O)OCC)N1CCOCC1 (stereo not given)	99*	-45*
CCOc1ccccc1C(=O)N1CCCCC1C (stereo not given)	-30	9
CCOC(=O)CN1CC(C)(C)N(CC(=O)OCC)CC1(C)C	-2	-8
O=C(O)c1ccc([N+](=O)[O-])cc1-c1cc([N+](=O)[O-])ccc1C(=O)O	3	1
CC1CCN(Cc2nc3c(c(=O)n(C)c(=O)n3C)n2CCCc2ccccc2)CC1	-3	6
COc1ccc(CCC(=O)Nc2ccc(S(=O)(=O)N3CCOCC3)cc2)cc1OC	4	-6
O=C(C1CC1)N1CCCC(c2ccc(Cl)cc2)=N1	-6	1
COc1cc(OC)nc(C(NC(=O)C2CCN(Cc3ccc(Oc4ccccc4)cc3)CC2)c2ccccc2C)n1 (stereo not given)	-24	20
CC(=O)Nc1ccc(Oc2cc(C#N)c(C#N)cc2N2CCCCCC2)cc1	-15	13
CCN(c1ccc(NC(=O)COC(=O)/C=C/c2cccs2)cc1)C(C)C	4	3
CCCNC(=O)C(Cc1ccc(C(F)(F)F)cc1)NC(=O)c1ccc2ccccc2n1 (stereo not given)	-12	3
COc1ccc(Cl)cc1C(=O)Nc1ccc(N(C)C(C)=O)cc1	20	-14
OC1(c2ccc(Cl)cc2)CCN(Cc2nc(-c3cnccn3)no2)CC1	-11	-1
CCCCOc1ccc(C(=O)CCN2CCCCC2)cc1	0	-3
CCc1cccc(NC(=O)C(NC(=O)C2CCCCC2)C(C)C)c1 (stereo not given)	3	-2
NC(=O)c1ccccc1NC(=O)CN1CCCCCC1	7	-6
CC1(CC(=O)NNC(=O)Nc2ccccc2)OCCCO1	4	6
O=C(NC1CC1(c1ccccc1)c1ccccc1)c1ccccc1 (stereo not given)	-3	-7
C=CCOc1c(CNc2ccc3[nH]c(=O)[nH]c3c2)cccc1OC	-11	-3

Molecules above with a cyano group, in the order listed:
SMILES	TAG inh	TAG inh DAPI viability
Cc1nc(N)c(C#N)c(-c2ccccc2)c1C	2	1
CCCCSC1(SCCCC)N=C(N)C2(C#N)C(c3ccccc3)NC(C)=C(C)C12C#N (stereo not given)	5	5
CC(=O)Nc1ccc(Oc2cc(C#N)c(C#N)cc2N2CCCCCC2)cc1	-15	13

The main list resumes, repeating the two entries before the break.
SMILES	TAG inh	TAG inh DAPI viability
O=C(NC1CC1(c1ccccc1)c1ccccc1)c1ccccc1 (stereo not given)	-3	-7
C=CCOc1c(CNc2ccc3[nH]c(=O)[nH]c3c2)cccc1OC	-11	-3
Nc1ncnc2c1ncn2[C@@H]1O[C@H](CNCc2ccc(-c3cc(C(F)(F)F)ccc3Cl)o2)[C@@H](O)[C@H]1O	13	13
COc1cc(NC(=O)c2ccccc2[N+](=O)[O-])c(C(=O)O)cc1OC	-13	-3
O=S(=O)(c1ccc2c(c1)OCCO2)N1CCc2ccccc21	-25	3
COc1ccc(S(=O)(=O)N2CCN(C(=O)c3ccc(NC(C)=O)cc3)CC2)cc1	12	6
O=C(Nc1ccccc1Sc1ccccc1)c1ccc(F)cc1	-17	-10
Cn1cnc2nc(Cl)nc(Cl)c21	42	-16
CCOc1ccccc1NC(=O)CSc1nnc(-c2cnccn2)n1CC	15	-7
O=C(O)c1cc(C(F)(F)F)nc2c(C(F)(F)F)cccc12	-11	9
COC(=O)c1ccncc1N	-14	11
COc1cc(C2C(C(=O)c3ccc(C)o3)=C(O)C(=O)N2c2cc(C)on2)ccc1O (stereo not given)	-2	3
COc1ccc(C2CC(=O)C(C=NCCO)=C(O)C2)cc1 (stereo not given)	14	-14
O=C(NCc1ccc2c(c1)OCO2)c1cccc(S(=O)(=O)N2CCCC2)c1	-13	8
CCOC(=O)C(C(=O)OCC)[C@@H]1CS(=O)(=O)C[C@H]1C(C(=O)OCC)C(=O)OCC	-11	3
Cc1c(C)c2cc(Cl)c(OCc3nn[nH]n3)cc2oc1=O	9	-1
C[C@@H](O)CNC(=O)c1[nH]cnc1C(=O)Nc1cccc(Cl)c1	-1	9
C[C@]12c3[nH]c4cc(-c5ccco5)ccc4c3CCN1C(=O)[C@@H](CC(=O)NCCc1ccccn1)C[C@@H]2C(=O)N1CCOCC1	2	-4
Cc1cccc(-n2c(SCC(=O)Nc3nonc3C)nnc2-c2ccoc2C)c1	-26	-5
Cc1cc(C)cc(CC(=O)N2CCC2(C)C(=O)NS(=O)(=O)c2ccccc2C)c1 (stereo not given)	2	-4
O=C(CSc1nnc(C2COc3ccccc3O2)o1)N1CCCCC1 (stereo not given)	8	-10
O=C(Nc1nccs1)C1CC(=O)N(Cc2ccco2)C1 (stereo not given)	2	-1
COc1ccccc1CCNC(=O)C(=O)c1cn(CC(=O)N2CCCC2)c2ccccc12	4	-6
CCC(C)[C@@H](N)C(=O)N/N=C/c1ccc2ncccc2c1 (stereo not given in full)	-4	-4
CCOc1ccc(CN2CCN(Cc3cccn3-c3nccs3)CC2CCO)cc1 (stereo not given)	-11	10
Cc1cccc2cc(C(c3nnnn3C3CCCC3)N3CCOCC3)c(=O)[nH]c12 (stereo not given)	6	5

A portion of the library; the hit share may differ from the screen's.
